Screens from PubChem BioAssay.
RXFP1 antagonist = RXFP1 (human) relaxin receptor antagonism; Q9HBX9; HEK293-RXFP1, relaxin-stimulated cAMP HTRF, 30 min; stronger effect = lower value; activity change, negative = inhibition, % at 57.5 µM; 0.59% of 350,000 active;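 active means activity change of -60% or lower, but not beyond a set lower limit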
Target sequence (Q9HBX9 whole entry, looked up): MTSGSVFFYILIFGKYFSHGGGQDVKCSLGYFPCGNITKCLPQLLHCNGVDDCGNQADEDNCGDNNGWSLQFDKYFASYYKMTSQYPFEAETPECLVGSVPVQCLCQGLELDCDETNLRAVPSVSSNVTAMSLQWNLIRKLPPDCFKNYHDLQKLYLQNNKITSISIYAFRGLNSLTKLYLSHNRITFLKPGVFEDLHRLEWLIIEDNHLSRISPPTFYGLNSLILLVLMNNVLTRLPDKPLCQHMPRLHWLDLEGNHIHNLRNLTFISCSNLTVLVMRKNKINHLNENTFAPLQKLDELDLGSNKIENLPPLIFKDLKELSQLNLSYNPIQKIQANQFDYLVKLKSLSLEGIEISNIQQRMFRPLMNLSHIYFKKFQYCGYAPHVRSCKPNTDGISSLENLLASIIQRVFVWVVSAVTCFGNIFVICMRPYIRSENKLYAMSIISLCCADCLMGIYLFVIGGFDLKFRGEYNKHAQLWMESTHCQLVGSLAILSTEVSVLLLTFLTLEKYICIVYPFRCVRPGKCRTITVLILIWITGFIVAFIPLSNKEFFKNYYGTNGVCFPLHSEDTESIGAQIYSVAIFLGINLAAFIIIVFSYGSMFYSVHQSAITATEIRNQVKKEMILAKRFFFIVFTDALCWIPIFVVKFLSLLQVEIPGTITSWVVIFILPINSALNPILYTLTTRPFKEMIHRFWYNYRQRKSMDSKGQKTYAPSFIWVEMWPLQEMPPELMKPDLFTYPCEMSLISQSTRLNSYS
Numbers without * were called inactive. On the % scale 0 is the no-effect control and ±100 the full control effect. Some of the compounds tested (hit frequency here may not be typical).

SMILES,RXFP1 antagonist
CCOc1ccccc1-c1cc(C(=O)N/N=C/c2cccnc2)c2ccccc2n1,9
Nc1ccc2ccc(O)cc2c1,-4
CC(=O)c1ccc(S(=O)(=O)N2CCN(C(=O)c3cccc(S(=O)(=O)N4CC(C)OC(C)C4)c3)CC2)cc1 (centres undefined),1
COc1ccc(/C=N/NC(=O)CC(=O)NCc2cccnc2)cc1,-3
O=C1C(c2ccccc2)c2ccccc2N1Cc1ccccc1 (centres undefined),-4
Nc1nc(=S)c2[nH]c(=S)[nH]c2[nH]1,6
Cc1ccc2c(c1)C(=C(C#N)C#N)CCN2,-1
COc1ccc(N(CC(=O)N/N=C/c2cccs2)S(=O)(=O)c2ccc(OC)c(OC)c2)cc1,-1
O=C(COc1ccc([N+](=O)[O-])cc1Cl)Nc1ccc2[nH]c(=O)[nH]c2c1,1
CCCn1c(SCC(=O)Nc2ccc(S(=O)(=O)N3CCOCC3)cc2)n[nH]c1=O,0
O=C(Nc1ccccc1)C(Cc1ccccc1)c1ccccc1 (centres undefined),-21
CC(C)C12NC(=O)NC(=O)N1CCS2 (centres undefined),8
Cc1ccc(S(=O)(=O)N2CCN(C(=O)COC(=O)/C=C/c3cccc(Cl)c3)CC2)c(C)c1,-9
O=[N+]([O-])c1ccc2c(c1)C(=NO)c1cc(Cl)c(Cl)cc1-2,-8
COc1ccc(NS(=O)(=O)c2cc(N)ccc2N2CCCC2)cc1,-7
O=C(COC(=O)/C=C/c1cccc(Br)c1)Nc1ccc(Cl)cn1,-2
Cc1ccc(CNn2cn[nH]c2=S)cc1,-5
COC(=O)c1ccccc1NC(=O)CSc1nc2ccsc2c(=O)n1CCCCC(=O)O,8
O=C(C=Cc1ccc2c(c1)OCO2)c1ccccc1,-9
Cc1ccc(-c2ccc(CN3C(CC(C)C)C(=O)N(Cc4cn(CC5CCCCC5)nn4)CCS3(=O)=O)cc2)cc1 (centres undefined),4
COc1ccc(CN2C(=O)C(CC(=O)NCCN3CCOCC3)CC(C(=O)N(C(C)C)C(C)C)=C2C)cc1 (centres undefined),-10
CC(C)C1C(=O)N(Cc2cn(CC3CCCCC3)nn2)CCS(=O)(=O)N1Cc1ccc(-c2ccc(F)cc2)cc1 (centres undefined),-8
CC(C)CNS(=O)(=O)c1ccc(CCC(=O)NC2CCCCC2)cc1,-5
O=C(CCCN1CCN(c2ccccc2)CC1)c1ccc(F)cc1,-3
Cc1cccc(S(=O)(=O)N(C)C[C@@H]2OCc3cn(nn3)CCCC(=O)N([C@H](C)CO)C[C@H]2C)c1,10
COc1ccc(C(=O)NCCN(C)C)c2nc3ccccc3cc12,-16
COc1ccc([N+](=O)[O-])cc1NC(=O)C(C)OC(=O)Cc1ccc(OC)c(OC)c1 (centres undefined),4
COc1cc(OC)cc(C(=O)NCC(=O)OC(C)C(=O)NC(C)C2CC3CCC2C3)c1 (centres undefined),-11
Nc1ncn(C(=S)Nc2ccccc2)n1,1
CCCCn1c(N)c(N(CC(C)C)C(=O)c2cccc(S(=O)(=O)N(CC)c3ccccc3)c2)c(=O)[nH]c1=O,1
O=C(Nc1ccc2c(c1)OCCO2)c1cnc2ccccn2c1=O,14
CC1(c2cccc(Br)c2)NC(=O)N(CC(=O)Nc2ccc(N3CCCCC3)cc2)C1=O (centres undefined),2
Cc1ccc(C(=O)OCC(=O)N2CCC(c3ccccc3)=N2)cc1,-3
O=C(CN1CCN(C(=O)c2ccc(OCc3cn4ccccc4n3)cc2)CC1)Nc1cccc(F)c1,6
CCOc1ccc(Br)cc1S(=O)(=O)Nc1cccc(S(=O)(=O)N2CCOCC2)c1,-2
COc1ccc(Br)cc1CN1CCN(c2ncccn2)CC1,-5
COc1ccc(C(=O)N2CCN(S(=O)(=O)c3ccc(Cl)cc3)CC2)cc1S(=O)(=O)N1CCOCC1,9
CC(C)Cc1ccc(CC(=O)O)cc1,-13
COc1ccc(C2CCCCCN2C(=O)C2CCN(S(=O)(=O)c3ccc(C)cc3)CC2)cc1 (centres undefined),9
COC(=O)c1sccc1NC(=O)c1ccccc1C(=O)O,2
CCOC(=O)C(=O)CCCCCCl,3
Cc1ccc([C@@H]2C[C@H]3[C@@H](CN2S(=O)(=O)c2ccc(C)cc2)C(=O)C[C@@H](c2ccc(Cl)cc2)N3S(=O)(=O)c2ccccc2C)cc1,-5
CC(C)(C)c1ccc(C(=O)NCCC(=O)NNC(=O)COc2ccc(F)cc2)cc1,3
O=S(=O)(c1ccc(Cl)cc1)n1ccc(-c2cccc(OCc3c(F)cccc3Cl)c2)n1,-13
Cc1ccc(NC(=O)Cn2nc(C(=O)O)c3ccccc3c2=O)cc1S(=O)(=O)N1CCCCCC1,-16
CC1(C2CC2)NC(=O)N(CC(=O)N2CCN(c3cccc(C(F)(F)F)c3)CC2)C1=O (centres undefined),9
CCCCN(CCN(CCCC)C(=O)N1CCOCC1)C(=O)N1CCOCC1,-6
Cc1cccc(C(=O)OCC(=O)c2ccc3c(c2)OCCO3)c1O,-6
CN1C(=O)[C@H]2[C@@H](c3ccc(C(F)(F)F)cc3)N[C@]3(CCCN(CC4CCCCC4)C3=O)[C@H]2C1=O,1
CC1=C(C(=O)N(C(C)C)C(C)C)CC(CC(=O)NC2CCCC2)C(=O)N1Cc1ccccc1 (centres undefined),-10
COc1ccc(C(=O)NC(C)Cc2c[nH]c3ccccc23)cc1 (centres undefined),-6
CN(C)C(=O)c1ccc(N=Nc2c(O)c3ccccc3[nH]c2=O)cc1,-9
Oc1c(C(c2ccccc2)N2CCCCC2)ccc2ccccc12 (centres undefined),-4
Cc1noc2ncnc(Oc3ccc4ccccc4c3)c12,-5
CCCCN1C[C@H](Cc2ccccc2)[C@@H](CC(=O)Nc2ccc(OC)cc2)C1=O,-7
COc1ccc(C(=O)c2ccc(C)cc2)c(OC)c1OC,-9
CC(C)NC(=O)N(C)C[C@@H]1OCc2cnnn2CCCC(=O)N([C@@H](C)CO)C[C@H]1C,2
CN(CCOc1ccccc1)C(=O)c1cc(S(=O)(=O)N2CCOCC2)c(Cl)cc1Cl,-3
C[C@@H]1CN([C@H](C)CO)C(=O)CCCn2cc(nn2)CO[C@H]1CN(C)C(=O)Nc1cccc(Oc2ccccn2)c1,-10
O=c1[nH]cnc(O)c1C1C=CC=CC=C1,1

5 compounds out of the list above, sorted by the number in RXFP1 antagonist, falling.
structure | RXFP1 antagonist
CC1(C2CC2)NC(=O)N(CC(=O)N2CCN(c3cccc(C(F)(F)F)c3)CC2)C1=O (centres undefined) | 9
CN1C(=O)[C@H]2[C@@H](c3ccc(C(F)(F)F)cc3)N[C@]3(CCCN(CC4CCCCC4)C3=O)[C@H]2C1=O | 1
CN(CCOc1ccccc1)C(=O)c1cc(S(=O)(=O)N2CCOCC2)c(Cl)cc1Cl | -3
Oc1c(C(c2ccccc2)N2CCCCC2)ccc2ccccc12 (centres undefined) | -4
CCCCN(CCN(CCCC)C(=O)N1CCOCC1)C(=O)N1CCOCC1 | -6

(next part)
SMILES,RXFP1 antagonist
O=C(O)C(CCc1ccccc1)N1C(=O)c2ccccc2C1=O (centres undefined),-6
c1ccc(SC23CC4CC(CC(C4)C2)C3)nc1,2
CC(C)Cn1c(SCC(N)=O)nnc1-c1cccc(S(=O)(=O)N2CCOCC2)c1,0
CCOc1ccc(NC(=O)CN(C)C(=O)c2cccnc2Sc2ccc(C)cc2C)cc1OCC,-4
CCOC(=O)C1CCN(C(=O)c2ccccc2)c2scc(-c3ccccc3)c2C1=O (centres undefined),-2
Cc1nc(Cc2nnc(SC(C)C(=O)Nc3ccccc3)o2)cs1 (centres undefined),-3
O=[N+]([O-])c1cccc(S(=O)(=O)Nc2ccc(S(=O)(=O)N3CCCC3)cc2)c1,-4
CCc1ccc(/C=C2\SC(=S)N(CCCC(=O)NC3=NCCS3)C2=O)cc1,3
CCOc1ccc(N=Cc2ccccc2O)cc1,-2
CCOC(=O)c1ccccc1NC(=O)c1ccc(Cl)c(S(=O)(=O)N2CCOCC2)c1,-9
CN(C(=O)CSc1ncccn1)C1CCS(=O)(=O)C1 (centres undefined),7
Cc1nnc(SCC(=O)NC2CCCCC2)n1N,-7
CC(=O)N1C[C@H]2CON(C)[C@H]2C[C@H]1c1ccc(-c2ccccc2)cc1,12
CCOc1cc(N2CCOCC2)c(OCC)cc1NC(=O)COC(=O)c1ccc(Cl)nc1,1
CC(C)CN1CCC(=O)NC1=S,-12
CC(=O)N1c2ccccc2Sc2ccc3ccccc3c21,7
CC(C)[C@H](NC(=O)c1ccccc1)C(=O)NC1CCCCCCC1,2
c1ccc2c(c1)nnn2Cn1nnc2ccccc21,-3
Clc1ccc(C2=CSC3=NCCN23)c(Cl)c1,2
CN(C)C(=S)NC(=S)Nc1ccc2ccccc2c1,-11
COc1cccc(C(=O)NNC(=O)c2cccc3ccccc23)c1,-15
CCOc1ccc(C)cc1S(=O)(=O)Nc1cccnc1,-1
Cc1cccc(C(=O)Nc2scc(-c3ccc(Br)cc3)c2C(=O)O)c1,23
CCc1ccccc1NC(=O)CNC(=O)c1ccc(OCc2cn3ccccc3n2)cc1,12
CCCCn1c(SCCN2CCCCC2)nc2c1c(=O)n(C)c(=O)n2C,-6
C/C(=N\OC(=O)c1cccc(C)c1)c1sc(-c2ccccc2)nc1C,0
COc1ccccc1S(=O)(=O)N(C)C[C@H]1OCc2cnnn2CCCC(=O)N([C@@H](C)CO)C[C@H]1C,9
COc1cc2ccccc2ccc1=NO,-10
OCc1ccc(-c2ccccc2)c(-c2ccccc2)c1,-65*
COc1ccc(C(=O)CSc2nc3nn(-c4ccccc4)c(=O)c-3c3n2CCCCC3)c(OC)c1,6
CCOc1ccc(NC(=O)COC(=O)Cc2ccsc2)cc1,9
O=S(=O)(c1ccccc1)N1CCN(Cc2cccc(Br)c2)CC1,-13
CC1CCN(N=Nc2nc3c([nH]2)c(=O)n(C)c(=O)n3C)CC1,27
CC(C)C1C(=O)N(Cc2cn(CCC3OCCO3)nn2)CCS(=O)(=O)N1Cc1ccc(-c2ccc(F)cc2)cc1 (centres undefined),-4
Cc1nc2nc(C(F)(F)F)[nH]c2nc1C,2
Cc1ccc(S(=O)(=O)N2CCC(C(=O)Nc3ccc(S(=O)(=O)N4CCOCC4)cc3)CC2)cc1,-3
CCCCn1c(N)c(N(C)C(=O)c2c(C)nn(-c3ccccc3)c2C)c(=O)[nH]c1=O,-2
O=C(C[C@H]1C[C@@H]2c3cc(NC(=O)Nc4ccccc4F)ccc3O[C@@H]2[C@H](CO)O1)NCc1ccccn1,6
CN(Cc1ccccc1)C(=O)CCC1CCN(C(=O)c2ccco2)CC1,8
CCc1nnc2sc(-c3ccc(NC(=O)CSc4ccc(Cl)cc4)cc3)nn12,-20
Cc1ccc(NC(=O)C2(c3ccccc3)CCCC2)nc1,-13
COc1ccccc1NC(=O)CN(Cc1ccco1)C(=O)c1ccc(N2CCCC2=O)cc1,4
CC(C)n1c(=O)c2c(O)cc(=O)oc2c2ccccc21,-1
C[C@H](CO)N1C[C@H](C)[C@@H](CN(C)C(=O)Nc2cccc(Oc3ccccn3)c2)OCc2cnnn2CCCC1=O,-4
COc1ccc([C@H]2C[C@H](O)[C@@H](n3cc(-c4ccc(F)cc4)nn3)CN2C(=O)C2CCCCC2)cc1,2

RXFP1 antagonist: entries above that show a hit
SMILES,RXFP1 antagonist
OCc1ccc(-c2ccccc2)c(-c2ccccc2)c1,-65*

Following part.
SMILES,RXFP1 antagonist
N#CCC(C(=O)c1cccnc1)c1ccccc1 (centres undefined),-3
O=S(=O)(Nc1ncccn1)c1ccc(NC(=S)N2CCN(c3cccc(C(F)(F)F)c3)CC2)cc1,-5
Cc1cccc(N(CC(=O)N/N=C/c2ccc(C(=O)O)cc2)S(=O)(=O)c2ccccc2)c1C,8
O=S(=O)(c1cccc(Cn2nnc(-c3ccccc3)n2)c1)N1CCOCC1,-1
O=C(Nc1ccccc1Br)C1CCN(S(=O)(=O)c2cccs2)CC1,6
N#CCSc1ccccc1NC(=O)CN1C(=O)NC(CCc2ccccc2)C1=O (centres undefined),-1
CCN(CC(=O)Nc1ccc(NC(C)=O)cc1)C(=O)c1ccc(N(C)S(=O)(=O)c2ccc(C)cc2)cc1,-2
C[C@@H]1CN([C@@H](C)CO)C(=O)c2cc(NS(C)(=O)=O)ccc2O[C@@H](C)CCCCO[C@H]1CN(C)C(=O)Nc1ccc2c(c1)OCO2,17
CCOC(=O)C1(C(=O)OCC)NC(=O)CC1CC(C)C (centres undefined),-7
Cc1cc(-c2ccccc2)nc(N/N=C/c2ccc(N(C)C)cc2)n1,-10
CC(C)Oc1ccc(C(=O)CCN2CCOCC2)cc1,3
O=C(COC(=O)C1CC1)Nc1ccc(S(=O)(=O)N2CCOCC2)cc1,-8
O=C(NC1CCN(Cc2ccccc2)CC1)c1cc(S(=O)(=O)N2CCOCC2)ccc1Cl,-2
Cc1cccc(NC(=O)c2nc[nH]c2C(=O)Nc2cc(Br)ccc2F)c1,7
C[C@H]1CN([C@@H](C)CO)C(=O)CCCn2nncc2CO[C@H]1CN(C)S(=O)(=O)c1cccc(C#N)c1,2
CN1CCN(S(=O)(=O)c2cccc([N+](=O)[O-])c2)CC1,-10
c1ccc(CCNc2nc(-c3ccccc3)cs2)cc1,-36
CC1=C(C(=O)N(C)C)CC(CC(=O)NCc2cccc3ccccc23)C(=O)N1Cc1ccccc1 (centres undefined),-4
CN(C(=O)CSc1nnc(-c2ccc(F)cc2)n1C)C1CCS(=O)(=O)C1 (centres undefined),2
COc1ccc(N/C=C/C(=O)c2ccc(C)cc2)c([N+](=O)[O-])c1,1
Cc1ccc(C(=O)NCC(=O)Nc2ccc(Cl)cc2)s1,-17
COc1ccc(C(=O)N[C@H](C(=O)NCCCSc2ccccc2)C(C)C)cc1,-13
Cc1cc(C(=O)c2ccc3ccccc3c2)c(C)o1,-6
